Source: PubChem (National Center for Advancing Translational Sciences (NCATS))
TRPV1 agonist: human TRPV1 agonism. 0.19% of 320,000 active. Q8NER1. AID 540275. activation, % at 8.33 µM. TRPV1-expressing cells, Fluo-8 calcium influx, agonist mode; in the data active = activation above about 80%; inconclusive = between about 30% and that limit; also: 0% is about no effect
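Cells expressing TRPV1 were dye-loaded with Fluo-8 and read kinetically: 10 s baseline, 3 min after compound (agonist portion), then 2 min after EC20 capsaicin (allosteric enhancer portion). Calcium-bound dye fluorescence at 480/520 nm.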
BRCA1 expr act: BRCA1 expression activation. 1.1% of 380,000 active. MCF7-BRCA1-FFLuc reporter, luminescence, 48 h; response scale: scaled: vehicle 0%, 10 µM genistein 100%. Potency, µM (series often up to 46.1 µM), for the others: at the highest dose activation, usual class: activators; also: potency is read from the fitted curve at half-maximal effect; nearly all actives have a fitted effect of over 80% in size; some results filed as inactive show a strong effect at the top dose
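48 h compound treatment of MCF7-BRCA1-FFLuc cells (phenol-red free MEM, 37 °C), then 15 min with luciferase substrate and luminescence imaging.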
B2AR arrestin: agonists driving beta-arrestin recruitment to human beta2-adrenergic receptor; beta-arrestin recruitment to beta2AR, cell-based reporter; P07550; 0.02% of 330,000 active; Potency, µM (series often up to 46.1 µM), for the others: top-dose activation, hits mostly activators;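 also: potency is read from the fitted curve at half-maximal effect; 0% = DMSO controls and full agonism = EC100 isoproterenol or metaproterenol; nearly all actives have a fitted effect of over 65% in size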
Target sequence (P07550 whole entry, looked up): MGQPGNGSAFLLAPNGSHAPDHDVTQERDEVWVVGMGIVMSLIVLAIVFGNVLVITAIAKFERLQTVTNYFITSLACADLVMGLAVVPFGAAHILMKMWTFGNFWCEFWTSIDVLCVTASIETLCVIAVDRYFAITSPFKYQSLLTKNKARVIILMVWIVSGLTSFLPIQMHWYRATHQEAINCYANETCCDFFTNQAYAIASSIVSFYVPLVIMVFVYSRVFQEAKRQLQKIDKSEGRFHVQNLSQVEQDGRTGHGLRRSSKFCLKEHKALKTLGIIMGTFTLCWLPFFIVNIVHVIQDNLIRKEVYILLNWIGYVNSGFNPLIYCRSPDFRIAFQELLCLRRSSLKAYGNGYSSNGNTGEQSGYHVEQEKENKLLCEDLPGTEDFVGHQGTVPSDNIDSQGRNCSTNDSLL
a7 integrin act: activates integrin-mediated alleviation for muscular dystrophy | alpha7betagal myoblasts, beta-gal FDG fluorescence, 48 h | Potency, µM (titrated, usually from 38.3 µM), for inactives: at the highest dose activation, usual class: activators | 0.064% of 350,000 active | AID 624291;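 also: potency is read from the fitted curve at half-maximal effect; 100% = response of the positive control SU9516; nearly all actives have a fitted effect of over 60% in size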
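Alpha7betagal+/- myoblasts (passage 13) were plated 16-24 hr, then exposed to compounds (1:260 dilution of DMSO stock) for 48 hours at 37C. After MPER lysis, β-galactosidase reporter activity was read as FDG fluorescence (ex 480/em 540) after 30 minutes.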
S-ASM inh: blocks human secretory acid sphingomyelinase | P17405 | placental ASM, HMU-PC fluorogenic substrate, 60 min | Potency, µM (doses to about 57.5 µM), without a hit: at the highest dose activity change, negative = inhibition, usual class: inhibitors | 0.006% of 340,000 active | AID 504937; also: potency is read from the fitted curve at half-maximal effect
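Human placenta-derived ASM preincubated with compound 10 min at room temperature, then reacted with 9 uM (final) fluorogenic HMU-PC substrate for 60 min at 37 C. Stop solution raises pH to 10; fluorescence read at Ex 386/Em 447 nm.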
uPA surface inh: cell surface uPA generation inhibition; Potency, µM (doses to about 38.3 µM), for the others: top-dose activity change, negative = inhibition, actives largely listed as inhibitors; 0.31% of 330,000 active; AID 540303; cell surface uPA generation assay, qHTS; active = well fitted inhibition curve with a large enough effect; inconclusive = small, poorly fitted or top-dose-only effect; inactive = no such curve, though single readings can be large or run the other way; tested in mouse RAW 264.7 cells; also: potency is read from the fitted curve at half-maximal effect; % is scaled to controls: 0 for no effect and ±100 for the full control effect; nearly all actives have a fitted effect of over 55% in size
USP2a inh: blocks human ubiquitin-specific protease USP2a; Potency, µM (highest dose often 38.3 µM), for the others: top-dose activity change, negative = inhibition, most hits filed as inhibitors; 0.01% of 330,000 active; AID 463254; USP2 core, Ub-CHOP2 coupled fluorogenic reporter, 485/531;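 also: potency is read from the fitted curve at half-maximal effect; plate controls were DMSO wells for no effect and full inhibition by NEM control for full effect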
Target sequence (O75604 whole entry, looked up): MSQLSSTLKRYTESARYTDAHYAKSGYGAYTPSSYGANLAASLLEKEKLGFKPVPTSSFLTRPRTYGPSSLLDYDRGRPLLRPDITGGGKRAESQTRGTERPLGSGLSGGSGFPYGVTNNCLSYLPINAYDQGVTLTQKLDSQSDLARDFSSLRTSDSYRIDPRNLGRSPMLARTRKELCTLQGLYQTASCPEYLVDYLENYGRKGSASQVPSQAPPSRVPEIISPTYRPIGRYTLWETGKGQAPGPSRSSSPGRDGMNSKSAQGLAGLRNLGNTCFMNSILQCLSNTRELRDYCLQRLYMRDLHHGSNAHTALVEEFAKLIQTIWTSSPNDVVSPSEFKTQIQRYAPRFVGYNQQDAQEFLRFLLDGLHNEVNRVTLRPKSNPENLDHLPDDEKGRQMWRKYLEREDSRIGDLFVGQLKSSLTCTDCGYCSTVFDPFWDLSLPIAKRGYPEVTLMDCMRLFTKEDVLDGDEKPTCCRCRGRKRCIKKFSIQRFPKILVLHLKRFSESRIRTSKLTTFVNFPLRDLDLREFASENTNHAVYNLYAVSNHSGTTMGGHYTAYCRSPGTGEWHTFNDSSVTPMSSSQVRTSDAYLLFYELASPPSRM
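USP2 core (10nM final) preincubated 30min RT with compound in 20mM Tris-HCl pH 8.0, 2mM CaCl2, 2mM beta-mercaptoethanol, 0.05% CHAPS; 25nM Ub-CHOP2 plus 25nM reporter substrate added, fluorescence (Ex485/Em531) read after 60min.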
Eya2 inh: inhibitors of human Eya2 phosphatase activity; O00167; recombinant Eya2, OMFP fluorescence dephosphorylation (OMFP is methylfluorescein phosphate); Potency, µM (titrated, usually from 76.9 µM), for inactives: top-dose activity, negative = inhibition, most hits filed as inhibitors; 0.006% of 330,000 active; also: potency is read from the fitted curve at half-maximal effect; % is scaled to controls: 0 for no effect and ±100 for the full control effect
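Eya2 (0.2 uM) preincubated 10 min at ambient with compound, then OMFP substrate added at 50 uM; 10 min reaction in 50 mM HEPES pH 7.5, 50 mM NaCl, 5 uM MgCl2, 0.05% BSA, 1 mM DTT. Fluorescence read at Ex 485/Em 525 nm.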
p53 reactivator: restores transcriptional activity of mutant p53. H1299 p53-A138V BP100-luciferase reporter, luminescence, 24 h. Potency, µM (series often up to 92.2 µM), without a hit: at the highest dose activity change, positive = activation, hits mostly activators. 0.063% of 320,000 active. AID 504706; also: potency is read from the fitted curve at half-maximal effect; % of control where 0% means no effect; nearly all actives have a fitted effect of over 45% in size
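p53-null H1299 cells stably carrying temperature-sensitive p53-A138V and a BP100-luciferase reporter were pinned with compounds (4-point, 1:5 series) and held 24 hrs at 37 deg C. Luminescence was read 10 min after detection reagent.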
ELG1 genotox: induces genotoxicity in HEK293T cells with luciferase-tagged ELG1. AID 504466. Potency, µM (top dose mostly 46 µM), for inactives: at the top dose activity change, positive = activation, usual class: activators. HEK293T ELG1-luciferase reporter, luminescence, 16 h. 1.3% of 330,000 active; also: potency is read from the fitted curve at half-maximal effect; % of control where 0% means no effect; nearly all actives have a fitted effect of over 60% in size
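After overnight (16 hr) compound treatment at 37 °C, ELG1-luciferase HEK293T cells were lysed with ONE-Glo; luminescence quantified 30 min later at room temperature.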
TSG101-PTAP inh: blocks PTAP/TSG101 interaction to inhibit HIV-1 budding; Q99816; Fluorescence polarization, FITC-PTAP peptide / Tsg101 binding; Potency, µM (doses to about 115 µM), without a hit: top-dose activity change, negative = inhibition, usual class: inhibitors; 340,000 tested, under 10 active; AID 493005; active = well fitted inhibition curve with a large enough effect in the main read-out, with a control signal flat, not every such curve was filed as active; inconclusive = small, poorly fitted or top-dose-only effect, or effect the other way, or a change in a side signal; inactive = no such curve, though single readings can be large or run the other way; also: potency is read from the fitted curve at half-maximal effect; % of control where 0% means no effect
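Fluorescence anisotropy tracks displacement of a FITC-tagged PTAP peptide (50 nM) from the Tsg101 binding domain (10 uM), following a 20 min room-temperature incubation at pH 7.5.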
The depositor's hits bear a star; ? = inconclusive; · = no result given; [ ] = remark or other dose. Unless noted, calls follow the shape of the dose curve; as a rule, active = well fitted curve in the direction sought with a large enough effect; inconclusive = small, poorly fitted or top-dose-only effect, or another doubt; inactive = no such curve, though single readings can be large; an effect the other way counts as inactive or inconclusive.

SMILES	TRPV1 agonist	BRCA1 expr act	B2AR arrestin	a7 integrin act	S-ASM inh	uPA surface inh	USP2a inh	Eya2 inh	p53 reactivator	ELG1 genotox	TSG101-PTAP inh
Nc1ccc(S(=O)(=O)c2cccc(N)c2)cc1	5.7	7.9%	0.1%	16.7%	1.3%	-0.7%	1.8%	-4.0%	-2.1%	-0.8%	-10.2%
CN(C)C(=S)SCC(=O)Nc1ccc(Cl)cc1Cl	7.8	10µM*	-1.1%	7.8%	7.5%	-3.6%	-2.0%	-11.0%	18.4%	12.9%	0.4%
Cc1cccc(-c2noc(CCC(=O)NCc3ccco3)n2)c1	15.2	9.2%	-0.3%	-21.1%[7.66 µM]	-3.5%	·	-0.2%	13.6%	1.7%	5.0%	-5.5%
CCNCc1ccc(OCc2cccs2)c(OCC)c1	3.4	-19.9%	0.0%	-21.8%	6.5%	-9.6%	0.2%	-2.9%	0.8%	2.5%	-1.9%
O=C(O)CCCNc1ccc(S(=O)(=O)N2CCCCC2)cc1	-2.0	-1.6%	0.2%	-8.9%	-1.8%	-1.3%	-1.7%	-5.6%	0.2%	2.0%	0.7%
COC(=O)c1cccc(S(=O)(=O)N2CCC(n3nnc4cc(F)ccc43)CC2)c1	4.9	-20.0%	-0.4%	-34.1%	-6.1%	4.4%	-9.9%	3.8%	-0.6%	-3.0%	-2.9%
Cc1sc2nc[nH]c(=S)c2c1-c1ccccc1	0.3	-19.8%	-1.2%	0.0%	0.6%	3.1%	1.3%	-1.9%	0.4%	-4.7%	-2.0%
COc1cccc2cc(C(=O)Nc3cc(C)cc(C)c3)/c(=N/NS(=O)(=O)c3ccccc3)oc12	-0.7	9.6%	-1.1%	-27.9%	-1.8%	-0.5%	2.8%	-9.3%	3.3%	?	0.0%
O=C(CCNc1cccc(Cl)c1)c1ccco1	29.4	-1.1%	-1.0%	-22.9%[7.66 µM]	2.4%	·	?	-5.3%	?	1.8%	-4.5%
CCOC(=O)c1ccc(NC(=O)Cn2nc(C)c3ccccc3c2=O)cc1	-1.3	-12.7%	5.0%	19.6%	-1.0%	-15.5%	2.7%	16.6%	8.8%	-1.0%	-1.3%
Cc1nc(N2CCCCC2)sc1C(=O)c1ccc(Cl)c([N+](=O)[O-])c1	17.3	·	0.0%	·	·	·	-6.6%	15.9%	-6.7%	-5.1%	·
CCc1nonc1NC(=O)c1oc2ccc(F)cc2c1C	4.4	5.5%	-0.2%	18.8%	1.2%	13.5%	0.7%	-3.9%	?	9.6%	0.2%
Cc1ccc(C)c(NC(=O)c2sc(Cl)nc2-c2ccccc2)c1	5.8	-31.2%	0.0%	-4.0%	-7.6%	9.7%	1.1%	10.5%	-1.7%	1.2%	0.1%
COC(=O)C1=C(C(=O)OC)[C@@H]2Nc3ccccc3[C@@]23C[C@@H](C(=O)OC)N(C(=O)c2ccco2)C3=N1	·	1.3%	·	-8.6%	1.8%	7.4%	·	·	·	·	-3.9%
COCC1=C(C(=O)OC)C(c2ccco2)n2ncnc2N1 (stereo not given)	-9.6	26.4%	-0.3%	17.6%	10.6%	-1.1%	-0.4%	2.7%	-3.4%	-0.3%	0.5%

Structural class, those above with fluorine.
SMILES	TRPV1 agonist	BRCA1 expr act	B2AR arrestin	a7 integrin act	S-ASM inh	uPA surface inh	USP2a inh	Eya2 inh	p53 reactivator	ELG1 genotox	TSG101-PTAP inh
COC(=O)c1cccc(S(=O)(=O)N2CCC(n3nnc4cc(F)ccc43)CC2)c1	4.9	-20.0%	-0.4%	-34.1%	-6.1%	4.4%	-9.9%	3.8%	-0.6%	-3.0%	-2.9%
CCc1nonc1NC(=O)c1oc2ccc(F)cc2c1C	4.4	5.5%	-0.2%	18.8%	1.2%	13.5%	0.7%	-3.9%	?	9.6%	0.2%

Next part
SMILES	TRPV1 agonist	BRCA1 expr act	B2AR arrestin	a7 integrin act	S-ASM inh	uPA surface inh	USP2a inh	Eya2 inh	p53 reactivator	ELG1 genotox	TSG101-PTAP inh
Cc1ccc(OCC(=O)N/N=C\c2ccc(C)o2)c([N+](=O)[O-])c1	0.7	0.0%	-0.1%	-40.5%[inhibitor]	-2.3%	0.9%	-0.9%	3.3%	5.8%	-2.6%	14.5%
COc1ccc([C@@H]2COc3c(ccc4c3C=CC(C)(C)O4)C2)c(OC)c1	·	0.3%	·	5.9%	-1.1%	14.4%	·	·	·	·	-0.7%
O=C(O)C(Oc1ccc(Cl)cc1)c1ccc(Cl)cc1 (stereo not given)	·	-21.2%	·	-39.9%	5.5%	1.2%	·	·	·	·	-8.4%
CCOC(=O)C1CCCN(C(=O)c2cccc(NC(=O)C(CC)CC)c2)C1 (stereo not given)	-2.8	-21.9%	0.6%	-15.3%	6.8%	3.8%	0.2%	-7.2%	2.1%	-3.0%	1.1%
Cc1ccsc1/C=N/NC(=O)c1cccnc1	-0.3	-8.1%	0.8%	1.9%	-1.5%	-1.3%	2.1%	7.2%	4.6%	-0.2%	0.0%
Cc1nc(N2CCN(c3ccccn3)CC2)c2c(C)c(C(=O)Nc3ccc(F)cc3)sc2n1	?	-12.6%	-0.1%	10.5%	-19.3%	0.6%	4.4%	-11.0%	-3.1%	-18.6%	-1.2%
CC(C)N(CC(N)=O)C(=O)Cc1coc2cc3c(cc12)CCC3	0.0	-25.0%	-0.3%	1.8%	2.3%	3.9%	3.8%	-4.3%	-14.7%	0.7%	1.6%
O=C(COc1ccccc1)Nc1nn[nH]n1	-1.0	0.0%	0.0%	26.9%	1.0%	2.2%	4.5%	10.8%	-0.6%	-0.4%	-2.7%
O=CNCCc1nc2ccccc2n1CCc1ccccc1	25.8	-2.6%	-0.6%	-30.5%	-0.5%	-39.0%	2.1%	-5.7%	7.3%	2.0%	-3.6%
Cc1nonc1C(=O)N/N=C/c1ccncc1	0.1	-0.5%	0.0%	-7.8%	9.0%	-4.5%	4.4%	-4.5%	18.2%	0.6%	-5.9%
FC(F)(F)c1cccc(-n2c(Cn3nnc4ccccc43)n[nH]c2=S)c1	-8.6	-0.7%	-0.8%	6.6%	-0.3%	-1.4%	-4.3%	-8.8%	-3.0%	-2.8%	-1.8%
Cn1cncc1C#Cc1ccc2cc(C(C)(C)O)oc(=O)c2c1	3.0	15.3%	-1.8%	16.5%	32.0%[activator]	9.9%	-0.4%	-5.1%	-1.1%	5.6%	0.3%
Cc1cccc([C@@H]2[C@@H]3C(=O)N(Cc4ccccc4)C(=O)[C@@H]3[C@]3(C)C(=O)N(c4ccc(Br)cc4)C(=O)N23)c1	2.4	-24.9%	-1.0%	4.3%	?	-22.7%	-5.2%	1.2%	4.6%	-4.8%	0.5%
O=[N+]([O-])c1ccc(/C=N/NC2=NS(=O)(=O)c3ccccc32)cc1	-4.3	5.7%	-0.2%	-1.6%	0.1%	7.1%	-5.3%	-3.2%	-1.0%	2.6%	-2.9%
COc1ccc(CCNc2oc(-c3ccc(OC)c(OC)c3)nc2C#N)cc1	-6.3	-28.2%	0.1%	13.3%	-13.4%	·	-6.3%	2.6%	-11.6%	-10.3%	-8.1%
COC(=O)c1cncc(O)c1	1.3	0.0%	-0.2%	2.1%	1.1%	2.2%	0.6%	5.0%	0.1%	0.3%	-9.4%
NC(=O)CSc1nnc2n(-c3ccccc3)c(=O)c3c4c(sc3n12)CCCCC4	11.0	-1.7%	-0.1%	-1.5%	-7.7%	-9.2%	1.1%	-12.4%	-1.3%	4.2%	-5.0%
COc1cccc(C(=O)NC2CCCc3c2cnn3-c2cc(C)cc(C)c2)c1 (stereo not given)	4.4	-34.3%	0.0%	-2.2%	-24.0%	-3.1%	-1.3%	-1.9%	-4.6%	-1.4%	5.1%
Cc1noc(C)c1NC(=O)Nc1ccc2c(c1)C(=O)N([C@H](C)CO)C[C@H](C)[C@@H](CN(C)C(=O)Nc1c(C)noc1C)O2	·	-5.0%	-0.2%	0.0%	6.2%	4.9%	3.9%	-2.9%	4.9%	-0.7%	-3.0%
COc1ccc(CC(=O)NC2CCCc3ccccc32)cc1 (stereo not given)	8.6	-21.0%	-1.9%	-7.1%	3.1%	-1.4%	-0.7%	1.0%	1.3%	-1.2%	-1.8%
NS(=O)(=O)c1ccc(CNC(=O)c2cnccn2)cc1	-2.0	1.7%	-0.4%	21.9%	4.4%	4.2%	-13.2%	?	4.1%	0.9%	-1.8%
CCCCC1=CC2=CC(=O)C(C)(OC(=O)CC)C(=O)C2=CN1Cc1ccc(OC)cc1 (stereo not given)	-1.4	11.9%	0.0%	3.0%	53.3%[activator]	-9.1%	3.9%	0.9%	-4.0%	0.2%	3.9%
CCCCn1c(-c2c(Cl)c(C)nn2C)n[nH]c1=S	-3.2	-2.5%	-0.3%	18.9%	1.2%	-1.5%	8.7%	10.5%	-4.0%	22.8%	-2.9%
